Screens (PubChem)
PostGolgi ctrl: growth inhibition of yeast control strain, primary screen, counter-screen for post-Golgi transport modulator project; efflux-deficient yeast background strain, growth absorbance A615, 16 h; inhibition, % at 10 µM; 5% of 98,000 active; AID 738, 2007; in the data active = inhibition above about 30%
sEH inhibitor: soluble epoxide hydrolase inhibitors, primary screen, biochemical, human sEH | Bifunctional epoxide hydrolase 2 (Homo sapiens), P34913 | inhibition, % at 2 µM | recombinant human sEH enzymatic activity assay | AID 707, 2007 | 0.34% of 91,000 active; in the data active = inhibition above about 80%; note: values of inactives mirror those of a sister screen read the other way; many of its hits are not listed in these tables
sEH act: soluble epoxide hydrolase activators, primary screen, biochemical, human sEH | activation, % at 2 µM | 0.04% of 91,000 active | purified human sEH enzymatic activity, activator screen; in the data active = activation above about 37%; note: values of inactives mirror those of a sister screen read the other way
PTPN22 act: LYP phosphatase activators, primary screen, biochemical, DiFMUP fluorescence, 2 µM | Tyrosine-protein phosphatase non-receptor type 22 (Homo sapiens), Q9Y2R2 | recombinant LYP; 0 = plate median, 100 = signal doubled | activation, % at 2 µM | 0.11% of 96,000 active;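 active = activation at 2 µM above a set limit, the mean plus 5 SD, cut at about 37% in these data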
Target sequence (Q9Y2R2 whole entry, looked up): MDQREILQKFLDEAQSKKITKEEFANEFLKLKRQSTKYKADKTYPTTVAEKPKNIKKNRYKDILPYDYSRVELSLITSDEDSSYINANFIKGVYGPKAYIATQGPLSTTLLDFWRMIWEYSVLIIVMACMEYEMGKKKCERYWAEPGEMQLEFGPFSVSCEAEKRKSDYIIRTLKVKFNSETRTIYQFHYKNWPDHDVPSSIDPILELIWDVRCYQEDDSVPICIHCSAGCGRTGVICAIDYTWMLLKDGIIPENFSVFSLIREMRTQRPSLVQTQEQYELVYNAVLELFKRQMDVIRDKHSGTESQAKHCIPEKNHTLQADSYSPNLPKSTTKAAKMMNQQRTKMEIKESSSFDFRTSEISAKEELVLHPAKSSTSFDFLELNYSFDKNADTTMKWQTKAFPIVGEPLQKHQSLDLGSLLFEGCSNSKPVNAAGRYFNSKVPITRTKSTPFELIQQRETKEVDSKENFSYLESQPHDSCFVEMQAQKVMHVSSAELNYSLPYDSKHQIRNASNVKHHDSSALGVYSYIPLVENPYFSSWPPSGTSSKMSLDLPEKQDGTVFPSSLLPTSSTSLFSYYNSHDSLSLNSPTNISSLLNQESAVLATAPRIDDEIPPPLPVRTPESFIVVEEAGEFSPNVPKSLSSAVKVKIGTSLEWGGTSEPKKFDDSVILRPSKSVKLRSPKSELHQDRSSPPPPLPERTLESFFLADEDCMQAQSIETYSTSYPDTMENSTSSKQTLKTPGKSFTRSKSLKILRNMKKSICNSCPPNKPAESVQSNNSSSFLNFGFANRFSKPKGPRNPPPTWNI
S1P2 agonist: S1P2 receptor agonists, primary screen, cell-based. S1P2-expressing cell line, agonist reporter read-out. Sphingosine 1-phosphate receptor 2 (Homo sapiens), O95136. activation, % at 4.5 µM. AID 729, 2007. 0.46% of 97,000 active; in the data active = activation above about 16%;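 note: 0% = vehicle low control and 100% = maximal reference agonist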
HUVEC inhibit: inhibitors of HUVEC proliferation, primary screen, cell-based, 384-well; 1.1% of 86,000 active; viability, % at 10 µM (by protocol); CellTiter-Glo luminescence, 72 h; active compounds read low;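 active = viability at or below 30%; inactive = viability above 30%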;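 note: 100% = median luminescence of DMSO-only cell control wells on each plate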
S1P2 blocker: human S1P2 receptor antagonists, primary screen, cell-based. Sphingosine 1-phosphate receptor 2 (Homo sapiens), O95136. cell-based S1P2 antagonist assay, inhibition at 5 uM. inhibition, % at 5 µM. 0.21% of 97,000 active. AID 736, 2007; in the data active = inhibition above about 45%;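 note: CRE beta-lactamase reporter cells expressing human S1P2 stimulated with S1P; 0% = agonist at EC80 alone and 100% = agonist plus reference antagonist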
Lung fibro prol: antiproliferative effect on LL 47 fibroblasts – human, LL 47 cells, CellTiter-Glo luminescence, primary screen. LL 47 human lung fibroblast viability, ATP luminescence; active compounds read low. viability, % at 10 µM. 1.1% of 85,000 active. AID 719, 2007;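 active = viability at or below 50% in the single dose screen; inactive = viability above 50%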;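 note: compound exposure lasted 72 h before the ATP readout; 100% = median luminescence of untreated cell-only wells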
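Signal: luminescent ATP detection, CellTiter-Glo; assay system: LL 47 human lung fibroblasts; input: 1,150 cells/well; incubation: overnight cell rest, 72 h compound treatment at 37 °C; measure: % viability versus median cells-only luminescence; medium: IMEM growth medium with 15% fetal bovine serum; dosing: compound addition at 0.1% DMSO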
H69AR inhibit: proliferation blockers of H69AR lung cancer cells, primary screen, cell-based, human, 86K library. viability, % at 10 µM. 6% of 85,000 active. AID 598, 2007. H69AR lung tumor viability, ATP luminescence, 72 h; active compounds read low;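 active = viability at or below 40%; inactive = viability above 40%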;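 note: multidrug resistant small cell line overexpressing MRP-1 efflux transporter; 100% = mean luminescence of untreated control wells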
An asterisk follows results filed as active; nt = no result given. These rows are one share of the data; count on the stated rates, not on these rows.

SMILES	PostGolgi ctrl	sEH inhibitor	sEH act	PTPN22 act	S1P2 agonist	HUVEC inhibit	S1P2 blocker	Lung fibro prol	H69AR inhibit
CCOC(=O)Nc1c(C(=O)OC)[nH]c2cccc(OC)c12	-4	-13	12	1	-2	106	15	106	84
Cc1ccccc1NC(=O)c1ccc2c(c1)OCCO2	6	1	1	6	0	104	-19	110	84
Cc1[nH]nc2c1-c1nc3ccccc3nc1C(C)(C)C2	17	nt	nt	nt	nt	66	nt	88	69
COC(=O)c1ccccc1-c1ccc(/C=C2\C(=O)N(c3ccccc3)N=C2c2ccccc2)o1	9	3	0	-6	-5	nt	4	nt	nt
OC1(C2(O)CC(c3ccccc3)ON2)CCCCC1 (configuration not stated)	-1	nt	nt	nt	nt	103	nt	91	43
O=C(c1noc2c1CCCC2)N1CCOCC1	23	nt	nt	-3	-6	91	-7	101	99
O=C(CC1CCS(=O)(=O)C1)Nc1ccc[nH]c1=O (configuration not stated)	2	5	-5	-1	-4	96	1	102	92
S=C(NCCN1CCOCC1)N/N=C/c1ccccc1	8	-3	4	-13	-4	nt	10	nt	nt
Cc1cc(NC(=O)Nc2cc(C)nn2-c2ccccc2)n(-c2ccccc2)n1	17	0	1	14	-2	108	19	96	85
Cc1ccccc1OCCSc1nnc(-c2ccncc2)n1C	3	-6	5	-1	-5	86	4	102	89
CC(C)(C)c1ccccc1NC(=O)c1cccnc1	-8	-1	4	4	-1	88	-11	101	82
O=C(CSc1ccc2nnc(-c3ccccn3)n2n1)NCc1ccco1	3	-20	19	-10	-3	99	-18	94	81
O=C(/C=C/C=C/c1ccccc1)CC1(O)C(=O)N(CCc2ccccc2)c2ccccc21 (configuration not stated)	24	5	-3	-9	-6	nt	-7	nt	nt
C=C(C)c1cccc(C(C)(C)NC(=O)N2CCCC(C)C2)c1 (configuration not stated)	nt	2	1	0	-3	116	-15	100	96
Cc1cc(C)nc(NC(=O)/C=C/c2ccc(Cl)cc2Cl)c1	57*	-7	9	2	-2	nt	0	nt	nt
CNc1ccccc1-c1nc2ccccc2n(C)c1=O	14	6	-4	-5	-5	97	-1	103	109
Cc1cccc(C)c1OCC(O)CN1CCC(CN2C(=O)c3cccc4cccc(c34)C2=O)CC1 (configuration not stated)	-4	10	-7	-9	-3	nt	4	nt	nt
CCN1C(=O)/C(=C2\C=Cc3ccccc3N2CC)SC1=S	30	7	-6	4	-8	nt	20	nt	nt
C#CC(C)(CC)NC(=O)Cn1nnc(-c2ccc(S(C)(=O)=O)cc2)n1 (configuration not stated)	7	nt	nt	-7	-9	98	-11	105	110
Cc1cc(C)cc(OC(C)c2ccnc3nc(/N=C/N(C)C)nn23)c1 (configuration not stated)	17	5	-4	-2	-10	nt	-12	nt	nt
CCCCOc1ccc(/C=C2/Sc3ccccc3C2=O)cc1	6	-14	11	-4	-2	nt	-20	nt	nt
COc1ccccc1N1CCN(C(=O)C(F)F)CC1	1	6	-3	-10	-8	90	6	96	103
N#Cc1ccsc1NC(=O)CSc1ncn[nH]1	29	12	-10	1	-3	98	-4	99	93
COc1c(F)c(F)c(C(=O)Nc2ccc(N3CCN(Cc4ccccc4)CC3)cc2)c(F)c1F	5	30	-28	5	-11	22*	3	91	52
Cc1noc(C)c1C(=O)N(CC(=O)NC1CCCC1)Cc1ccccc1F	3	-4	6	10	-4	nt	-5	nt	nt
CC(=O)C(C)Oc1cc(C)cc2oc(=O)c(C)c(C)c12 (configuration not stated)	4	nt	nt	-5	-6	86	5	93	86
O=C(NCc1cccs1)C1CCN(S(=O)(=O)c2cccs2)CC1	-10	-1	0	-5	-1	87	23	97	98
CC(=O)c1c[nH]c(C(=O)NCC2CCCO2)c1 (configuration not stated)	0	2	-3	-1	-3	nt	12	nt	nt
CC(NS(=O)(=O)c1ccccc1)C(=O)Nc1ccc(S(N)(=O)=O)cc1 (configuration not stated)	-3	16	-15	-5	-3	96	22	96	67
CCCCn1nc2cc(C(=O)NC3CCc4ccccc43)ccc2c1OCC (configuration not stated)	-1	-15	12	-3	-7	nt	12	nt	nt
CC1(C)CC(=O)C2=C(C1)NC(=O)CC2c1ccc(N(CCC#N)CCC#N)cc1 (configuration not stated)	-7	nt	nt	nt	nt	91	nt	96	92
CCCc1cc(=O)oc2cc(C)c(CN3CCCC3)c(O)c12	2	nt	nt	nt	nt	111	nt	97	93
COc1ccc(-n2c(Cc3cccn3C)nnc2SCC(=O)NC2CCCCC2)cc1	2	nt	nt	nt	nt	91	nt	96	88
COC(=O)CC1C(=O)NCCN1C(=O)CSc1nnc(Nc2ccc(C)cc2)s1 (configuration not stated)	-4	0	-2	-1	-1	nt	-7	nt	nt
CCN(C(=O)CN1CCN(c2ccc(OC)cc2)CC1)c1c(N)n(Cc2ccccc2)c(=O)[nH]c1=O	3	1	-1	8	-5	93	-15	103	90
O=C1OCCC1Sc1nc2ccccc2s1 (configuration not stated)	-6	-10	12	-9	-6	100	5	95	89
Nc1cc(Br)c(N)c(Br)c1	8	nt	nt	nt	nt	92	nt	97	23*
CC(C)CC(=O)N1CCN(S(C)(=O)=O)CC1	8	5	-4	-5	-3	84	25	95	97
CCOc1ccc(CC(=O)Nc2sc(Cc3ccccc3)cc2C(N)=O)cc1OCC	3	-5	5	-12	-6	nt	4	nt	nt
O=Cc1cn(CC(=O)N2CCCc3ccccc32)c2ccccc12	nt	9	-9	4	-9	93	13	96	35*
COCCNC(=O)C(C)N(c1ccc(OC)cc1)S(C)(=O)=O (configuration not stated)	19	-4	5	-4	-2	93	-5	97	93
Cc1nnsc1NC(=O)OCC(C)(C)C	7	7	-8	-2	-11	92	12	97	98
N#Cc1cnn2c1nc(N1CCCCC1)c1ccccc12	13	-7	10	6	15	nt	-24	nt	nt
CCOCCCNC(=O)c1cn(C)c2ccc(S(=O)(=O)N(C)C3CCCCC3)cc2c1=O	8	18	-16	-4	-1	100	-9	94	78
COc1ccc(/C=N/NC(=O)COc2ccccc2-c2ccccc2)cc1	56*	-4	7	-8	-5	nt	11	nt	nt
Cn1cccc1-c1nc2ccccc2n1Cc1ccccc1	18	-6	5	4	-7	100	-27	95	84
O=C(NCCc1ccccc1)c1cc(-c2ccco2)on1	2	14	-14	-10	-4	93	-14	85	110
CC(=O)Nc1nc2ccc(Br)cc2s1	15	-6	6	-4	-8	85	4	89	nt
CC(=O)Oc1ccc(N2C(=O)CC(N3CCOCC3)C2=O)cc1 (configuration not stated)	-1	nt	nt	nt	nt	107	nt	94	91
CC(C)C(=O)NNc1nc2ccccc2s1	1	-5	3	-2	-12	nt	-1	nt	nt
COC(=O)c1cccc(NC(=O)CSc2nnc(C)n2Cc2ccccc2)c1	0	nt	nt	nt	nt	97	nt	105	70
O=C(Nc1ccc(Br)cc1)c1cccn1-c1ncc(C(F)(F)F)cc1Cl	22	20	-18	-9	-4	nt	-18	nt	nt
CCOc1cc(-c2cc(N)n[nH]2)cc(OCC)c1OCC	4	nt	nt	nt	nt	84	nt	91	93
Cc1ccc(-c2noc(CN(C(=O)CCCCCN3C(=O)c4ccccc4C3=O)C(C)C)n2)cc1	24	-6	6	-7	-8	101	3	108	91
CC(C)=CCC(C)(C)C1OCCN1C(=O)Nc1ccccc1 (configuration not stated)	5	2	-3	-4	-3	103	3	104	65
Brc1ccc2[nH]c3nc(SCCN4CCOCC4)nnc3c2c1	nt	0	-1	2	16*	95	-23	98	91
COc1ccc(C(C[N+](=O)[O-])c2c(-c3ccccc3)cc3ccccn23)c(OC)c1 (configuration not stated)	10	7	-6	16	-4	nt	6	nt	nt
O=c1[nH]c(C(F)(F)F)nc2c1nnn2Cc1ccccc1F	1	-4	6	7	-3	101	3	105	92
CCN1CCN(CC(=O)c2c[nH]c3ccccc23)CC1	-1	-8	9	4	-10	nt	21	nt	nt
CCC1(C)N(O)C(C)(C)C(c2ccc(F)cc2)=[N+]1[O-] (configuration not stated)	nt	0	0	2	-4	102	17	99	92
(continued)
SMILES	PostGolgi ctrl	sEH inhibitor	sEH act	PTPN22 act	S1P2 agonist	HUVEC inhibit	S1P2 blocker	Lung fibro prol	H69AR inhibit
O=S(=O)(Cc1cc(Sc2ccccc2)nc(-c2ccccc2)n1)c1ccccc1	19	2	-3	6	-1	94	-27	106	84
COc1ccc(NC(=O)Cn2nnc(-c3ccccc3NC(=O)c3ccco3)n2)cc1	8	nt	nt	-1	-4	21*	-5	48*	4.3*
CN(c1ccccc1C(=O)NCC1CCCO1)S(C)(=O)=O (configuration not stated)	-1	4	-6	2	-2	90	-36	91	96
CCOC(=O)c1c(NC(=O)C2CCN(S(=O)(=O)c3cccs3)CC2)sc(C)c1C	12	6	-2	-17	-4	71	-4	91	56
Cc1ccc(Nc2ncccc2C(=O)O)cc1C	5	2	-2	-6	-6	104	-5	102	100
CCOC(=O)C1CCCN(c2c(NCCN(CC)c3ccccc3)c(=O)c2=O)C1 (configuration not stated)	-8	8	-7	0	-6	104	12	106	79
CCN(CC)CCNc1nc2cc(OC)c(OC)cc2c2nc(-c3ccccc3)nn12	7	11	-12	3	-2	11*	-19	2.7*	15*
FC(F)(F)c1nc(N2CCN(c3ccccc3)CC2)nc2c1CCCCC2	0	nt	nt	nt	nt	108	nt	113	56
COc1cc(C(=O)Oc2ccccc2N)cc(OC)c1OC	-9	nt	nt	nt	nt	95	nt	117	86
CC1CC(C)CN(C(=O)CSc2nnc(-c3ccc(Cl)s3)o2)C1 (configuration not stated)	3	nt	nt	nt	nt	99	nt	98	88
CCCCSc1nc2c(c(=O)n1CC)SC(C)C2 (configuration not stated)	21	nt	nt	nt	nt	109	nt	102	84
O=C(NCN1C(=O)C2C3C=CC(C3)C2C1=O)Nc1ccccn1 (configuration not stated)	2	-2	5	-2	-3	nt	17	nt	nt
COc1ccc(COC(=O)Nc2cc3c(C(F)(F)F)nn(C)c3s2)cc1	14	-3	5	-9	-7	95	-9	106	101
O=C(NC1CC1)C1CCN(Cc2cnn(-c3ccccc3)c2-n2cccc2)CC1	-1	9	-10	12	-1	99	5	104	98
Cc1cc(=O)oc2c1ccc1oc(/C(=N/O)c3ccccc3)c(C)c12	35*	-5	7	-3	3	66	-22	90	75
Cc1ccccc1N1CCN(C(=O)C2CCCCC2)CC1	22	-2	0	-13	-4	101	-16	102	97
O=C(NCc1cccnc1)C1CCN(C(=O)c2ccc(Cl)cc2Cl)CC1	7	7	-4	-4	-2	103	1	101	98
CC(C)N(C(=O)c1ccccc1-c1ccccc1)C(C)C	15	-5	4	1	0	116	-15	96	97
Cc1nn(C(C)C(=O)NCc2ccccc2)c(C)c1[N+](=O)[O-] (configuration not stated)	6	3	-2	1	-8	nt	-4	nt	nt
O=C(CSc1ccccc1)Nc1ccc(N2CCN(c3ccccc3)CC2)c(F)c1	-6	12	-10	-6	-9	nt	12	nt	nt
Cc1ccc(C)n1NC(=O)c1ccc(O)cc1	8	-6	8	1	2	92	-1	95	102
